NSD2 block – inhibitors of human NSD2, primary screen, biochemical, plate reader, single point | Histone-lysine N-methyltransferase NSD2 (Homo sapiens), O96028 | 0.07% of 44,000 active | NSD2-SET H3K36me1 DELFIA fluorescence | inhibition, % at 12.5 µM; in the data active = inhibition above about 54%, passing the limit was not always enough;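 also: inhibitors reduce the monomethyl H3K36 fluorescence signal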
Target sequence (O96028 whole entry, looked up): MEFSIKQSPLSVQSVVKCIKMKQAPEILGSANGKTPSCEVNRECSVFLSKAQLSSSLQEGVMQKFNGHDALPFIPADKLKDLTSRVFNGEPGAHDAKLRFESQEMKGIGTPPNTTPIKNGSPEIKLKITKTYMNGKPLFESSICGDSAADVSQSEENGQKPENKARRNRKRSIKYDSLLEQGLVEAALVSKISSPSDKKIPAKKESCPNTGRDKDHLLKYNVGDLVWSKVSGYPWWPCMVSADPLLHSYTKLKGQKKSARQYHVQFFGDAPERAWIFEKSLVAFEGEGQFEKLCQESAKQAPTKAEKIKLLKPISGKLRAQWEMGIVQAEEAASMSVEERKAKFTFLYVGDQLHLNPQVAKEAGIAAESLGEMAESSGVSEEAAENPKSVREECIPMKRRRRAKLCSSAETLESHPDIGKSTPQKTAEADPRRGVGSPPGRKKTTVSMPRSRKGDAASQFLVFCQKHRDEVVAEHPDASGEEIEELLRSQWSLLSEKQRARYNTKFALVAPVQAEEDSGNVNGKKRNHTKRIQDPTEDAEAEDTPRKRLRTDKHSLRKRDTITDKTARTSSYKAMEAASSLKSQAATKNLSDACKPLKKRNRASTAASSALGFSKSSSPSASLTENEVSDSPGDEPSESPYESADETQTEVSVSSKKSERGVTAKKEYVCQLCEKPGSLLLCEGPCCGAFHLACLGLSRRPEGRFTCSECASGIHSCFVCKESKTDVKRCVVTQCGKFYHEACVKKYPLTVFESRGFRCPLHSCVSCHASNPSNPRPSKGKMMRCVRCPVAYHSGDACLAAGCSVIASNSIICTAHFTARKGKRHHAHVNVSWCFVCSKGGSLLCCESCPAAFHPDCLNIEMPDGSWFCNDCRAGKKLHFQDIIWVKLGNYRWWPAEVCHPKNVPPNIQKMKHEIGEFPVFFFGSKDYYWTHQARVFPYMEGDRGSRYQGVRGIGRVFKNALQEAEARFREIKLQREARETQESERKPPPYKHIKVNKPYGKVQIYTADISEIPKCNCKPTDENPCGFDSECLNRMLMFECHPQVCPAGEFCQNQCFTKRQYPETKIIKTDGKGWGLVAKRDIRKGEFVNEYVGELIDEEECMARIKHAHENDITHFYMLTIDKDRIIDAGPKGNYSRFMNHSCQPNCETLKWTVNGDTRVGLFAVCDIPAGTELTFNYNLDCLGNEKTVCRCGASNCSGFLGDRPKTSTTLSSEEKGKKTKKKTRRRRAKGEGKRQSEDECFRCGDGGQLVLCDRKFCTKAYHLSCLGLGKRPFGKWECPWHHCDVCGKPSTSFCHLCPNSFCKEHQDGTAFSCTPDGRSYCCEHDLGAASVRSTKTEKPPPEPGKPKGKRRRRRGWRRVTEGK
* marks the source's active call; other numbers are inactive results.

SMILES	NSD2 block
Cc1noc(C)c1S(=O)(=O)N(C)C[C@H]1OCCCC[C@H](C)Oc2ccc(NC(=O)CCCN(C)C)cc2C(=O)N([C@@H](C)CO)C[C@@H]1C	3
CC(=O)N(C)C[C@H]1Oc2cc(C#CCC(C)C)ccc2S(=O)(=O)N([C@@H](C)CO)C[C@H]1C	1
CN1CCC(=C2c3ccccc3C=Cc3ccccc32)CC1	0
C[C@@H]1CN([C@@H](C)CO)C(=O)c2cccc(NC(=O)Nc3ccc(F)cc3)c2O[C@@H]1CN(C)S(=O)(=O)c1ccccc1	5
CC1=C2[C@@H](c3ccccc3)OB(O)C[C@@H]2n2c(=O)n(-c3ccccc3)c(=O)n2C1	-1
COC1=CC(=O)OC12CCCCC2	-5
Cc1ccc(S(=O)(=O)N(C)C[C@@H]2Oc3ccc(NS(=O)(=O)c4cn(C)cn4)cc3C(=O)N([C@@H](C)CO)C[C@H]2C)cc1	3
C[C@@H]1CN([C@H](C)CO)C(=O)c2cc(C#CC3CCCC3)cnc2O[C@@H]1CN(C)Cc1ccncc1	2
C=C1CCC2C(C(=O)O)=COC(O[C@@H]3O[C@H](CO)[C@@H](O)[C@H](O)[C@H]3O)C12 (stereo partly drawn)	-2
C[C@H]1CCCCO[C@H](CN(C)S(=O)(=O)c2cccs2)[C@@H](C)CN([C@@H](C)CO)C(=O)c2cc(NS(=O)(=O)c3cn(C)cn3)ccc2O1	-7
N#CCN(CC#N)C(=O)C(Sc1ccccc1)c1ccccc1 (stereo not drawn)	3
C[C@@H]1CN([C@H](C)CO)S(=O)(=O)c2ccc(-c3ccccc3)cc2O[C@@H]1CN(C)C(=O)C1CCCCC1	-1
COc1ccc(NC(=O)Nc2ccc3c(c2)CC(=O)N([C@H](C)CO)C[C@@H](C)[C@H](CN(C)C(=O)Nc2ccc(C(F)(F)F)cc2)O3)cc1	-9
C[C@H]1CN([C@@H](C)CO)C(=O)Cc2cc(NC(=O)Cc3cn(C)c4ccccc34)ccc2O[C@@H]1CN(C)S(=O)(=O)c1cccs1	0
O=C(CSc1oc(-c2ccccc2)nc1S(=O)(=O)c1ccccc1)Nc1ccc(F)cc1	-1
COc1ccc(S(=O)(=O)Nc2ccc3c(c2)CC(=O)N([C@@H](C)CO)C[C@H](C)[C@H](CN(C)C(=O)Nc2ccc(F)cc2)O3)cc1	-3
CC(=O)N(C)C[C@H]1OCc2ccccc2-c2ccccc2C(=O)N([C@@H](C)CO)C[C@H]1C	4
COc1ccc(S(=O)(=O)N(C)C[C@@H]2Oc3ccc(NC(=O)Cc4ccccc4)cc3C(=O)N([C@@H](C)CO)C[C@@H]2C)cc1	-9
CN1C(=O)N[C@@H]2c3ccccc3O[C@@]1(C)[C@@H]2CO[Si](C)(C)C(C)(C)C	10
Cc1cccc(N=C2NC(=O)/C(=C/c3ccc(F)cc3)S2)c1C	-5

Laid out differently: 5 of the compounds above.
| NSD2 block | SMILES |
| --- | --- |
| 1 | CC(=O)N(C)C[C@H]1Oc2cc(C#CCC(C)C)ccc2S(=O)(=O)N([C@@H](C)CO)C[C@H]1C |
| 2 | C[C@@H]1CN([C@H](C)CO)C(=O)c2cc(C#CC3CCCC3)cnc2O[C@@H]1CN(C)Cc1ccncc1 |
| -9 | COc1ccc(S(=O)(=O)N(C)C[C@@H]2Oc3ccc(NC(=O)Cc4ccccc4)cc3C(=O)N([C@@H](C)CO)C[C@@H]2C)cc1 |
| 5 | C[C@@H]1CN([C@@H](C)CO)C(=O)c2cccc(NC(=O)Nc3ccc(F)cc3)c2O[C@@H]1CN(C)S(=O)(=O)c1ccccc1 |
| -7 | C[C@H]1CCCCO[C@H](CN(C)S(=O)(=O)c2cccs2)[C@@H](C)CN([C@@H](C)CO)C(=O)c2cc(NS(=O)(=O)c3cn(C)cn3)ccc2O1 |

(continued)
SMILES	NSD2 block
C[C@H](CO)N1C[C@H](C)[C@H](CN(C)S(=O)(=O)c2ccc(F)cc2)Oc2ccc(NC(=O)NC3CCCCC3)cc2CC1=O	19
CCN(CC)CCCCC1CCN(CC(=O)N2c3ccccc3C(=O)Nc3cccnc32)CC1	-2
C[C@H]1CN([C@@H](C)CO)C(=O)c2cc(NC(=O)Nc3ccc4c(c3)OCO4)ccc2O[C@H]1CN(C)C(=O)Nc1ccccc1	-5
CC(C)CC#Cc1ccc2c(c1)O[C@H](CN(C)C(=O)Cc1ccccc1)[C@H](C)CN([C@H](C)CO)S2(=O)=O	-11
C[C@H]1CN([C@@H](C)CO)C(=O)Cc2cc(NC(=O)Nc3ccc(C(F)(F)F)cc3)ccc2O[C@@H]1CN(C)S(=O)(=O)c1ccc(F)cc1	-3
C/C=C/c1cnc2c(c1)C(=O)N([C@H](C)CO)C[C@@H](C)[C@H](CN(C)S(=O)(=O)c1ccc(OC)cc1)O2	-4
C[C@@H]1CN([C@H](C)CO)C(=O)c2cc(C#CCc3ccccc3)cnc2O[C@H]1CN(C)Cc1ccc(C(=O)O)cc1	10
Cc1ccc(S(=O)(=O)Nc2ccc3c(c2)C(=O)N([C@H](C)CO)C[C@@H](C)[C@@H](CN(C)Cc2ccc4c(c2)OCO4)OCCCC[C@@H](C)O3)cc1	3
C[C@@H]1CCCCO[C@@H](CN(C)C)[C@@H](C)CN([C@H](C)CO)C(=O)c2cc(NC(=O)c3ccncc3)ccc2O1	1
COc1ccc(CN(C)C[C@@H]2OCCCC[C@H](C)Oc3ccc(NC(=O)Nc4cccc5ccccc45)cc3C(=O)N([C@@H](C)CO)C[C@@H]2C)cc1	7
C[C@@H]1CCCCO[C@@H](CN(C)C(=O)c2ccncc2)[C@@H](C)CN([C@H](C)CO)C(=O)c2cc(NC(=O)CCC(F)(F)F)ccc2O1	4
COc1cccc(S(=O)(=O)N(C)C[C@H]2Oc3cc(C#CCN(C)C)ccc3S(=O)(=O)N([C@H](C)CO)C[C@@H]2C)c1	3
C[C@@H]1CN([C@@H](C)CO)C(=O)Cc2cc(NS(=O)(=O)c3cccs3)ccc2O[C@H]1CN(C)C(=O)Nc1cccc2ccccc12	6
CSc1nc(-c2ccco2)nn1C(=O)c1ccccc1	-1
C[C@H]1CN([C@@H](C)CO)C(=O)Cc2cc(NC(=O)Nc3ccccc3)ccc2O[C@H]1CN(C)S(=O)(=O)c1ccccc1	-4
C[C@@H]1CN([C@@H](C)CO)C(=O)c2cc(NC(=O)Cc3ccccc3)ccc2O[C@@H]1CN(C)Cc1ccc2c(c1)OCO2	10
Cc1ccc(-c2ccc3c(c2)O[C@H](CN(C)C(=O)Nc2ccccc2)[C@@H](C)CN([C@@H](C)CO)S3(=O)=O)cc1	-6
COc1ccc(NC(=O)N(C)C[C@H]2Oc3ccc(NS(=O)(=O)c4ccc(C)cc4)cc3C(=O)N([C@H](C)CO)C[C@H]2C)cc1	-1
C[C@@H]1CCCCO[C@H](CN(C)S(=O)(=O)c2cccs2)[C@H](C)CN([C@H](C)CO)C(=O)c2cc(NS(C)(=O)=O)ccc2O1	6
COc1ccc(NC(=O)Nc2ccc3c(c2)CC(=O)N([C@@H](C)CO)C[C@H](C)[C@H](CN(C)C(=O)Nc2ccc4c(c2)OCO4)O3)cc1	-1

SMILES	NSD2 block
Cc1ccccc1-c1cnc2c(c1)C(=O)N([C@@H](C)CO)C[C@H](C)[C@@H](CN(C)Cc1cccnc1)O2	2
C[C@H](CO)N1C[C@H](C)[C@@H](CN(C)C)OCCCC[C@H](C)Oc2ccc(N(C)C)cc2C1=O	-2
Cc1ccc(S(=O)(=O)Nc2ccc3c(c2)C(=O)N([C@@H](C)CO)C[C@@H](C)[C@@H](CN(C)S(=O)(=O)c2ccc(F)cc2)O3)cc1	-3
C[C@@H]1CN([C@@H](C)CO)C(=O)c2cc(-c3ccccc3F)cnc2O[C@@H]1CN(C)C(=O)c1cnccn1	-1
C[C@@H]1CN([C@H](C)CO)S(=O)(=O)c2ccc(-c3ccccc3)cc2O[C@H]1CN(C)Cc1ccccn1	-1
O=C(C[C@H]1CC[C@@H](NC(=O)CC2CC2)[C@@H](CO)O1)NCC(F)(F)F	2
Cc1noc(C)c1NC(=O)Nc1ccc2c(c1)C(=O)N([C@@H](C)CO)C[C@H](C)[C@@H](CN(C)CC1CCCCC1)O2	5
[N-]=[N+]=NCc1ccccc1C[C@]1(C(=O)N2CCOCC2)COC(c2ccc(OCCCO)cc2)=N1	1
COc1ccc(NC(=O)N(C)C[C@@H]2Oc3ccc(NS(=O)(=O)c4ccc(C)cc4)cc3CC(=O)N([C@@H](C)CO)C[C@@H]2C)cc1	8
CC(C)NC(=O)Nc1ccc2c(c1)C(=O)N([C@H](C)CO)C[C@H](C)[C@@H](CN(C)C)OCCCC[C@H](C)O2	20
COc1cccc(-c2ccc3c(c2)O[C@H](CN(C)Cc2cncnc2)[C@@H](C)CN([C@H](C)CO)S3(=O)=O)c1	1
C[C@@H]1CCCCO[C@@H](CN(C)C(=O)CCC(F)(F)F)[C@@H](C)CN([C@H](C)CO)C(=O)c2cc(NC(=O)CCC(F)(F)F)ccc2O1	-59
C[C@@H]1CN([C@@H](C)CO)C(=O)c2cccc(NC(=O)NC3CCCCC3)c2O[C@H]1CN(C)Cc1ccncc1	17
Cc1ccc(S(=O)(=O)N(C)C[C@H]2Oc3c(NC(=O)C4CCOCC4)cccc3C(=O)N([C@@H](C)CO)C[C@@H]2C)cc1	2
Cc1ccc(S(=O)(=O)N(C)C[C@@H]2Oc3c(NS(=O)(=O)c4cccs4)cccc3C(=O)N([C@H](C)CO)C[C@@H]2C)cc1	-3
C/C=C(\C)C(=O)OC(/C=C/C(O)C(C)O)C1C=CC(=O)O1 (stereo not drawn)	2
C[C@@H]1CN([C@H](C)CO)C(=O)c2cc(NC(=O)Cc3ccccc3)ccc2O[C@@H]1CN(C)Cc1ccc(C(=O)O)cc1	2
CC(=O)N(C)C[C@H]1Oc2cc(-c3ccccc3F)ccc2S(=O)(=O)N([C@@H](C)CO)C[C@@H]1C	5
C[C@H](NC(=O)C[C@@H]1C=C[C@H](NC(=O)Cc2ccccn2)[C@H](CO)O1)c1ccccc1	6
COC(=O)C[C@@H]1C[C@H]2c3cc(NC(=O)Nc4ccc(C(F)(F)F)cc4)ccc3O[C@H]2[C@H](CO)O1	-16

| Compound | NSD2 block |
| --- | --- |
| Cc1ccccc1S(=O)(=O)N(C)C[C@@H]1OCc2ccccc2-c2c(n(C)c3ccccc23)C(=O)N([C@H](C)CO)C[C@H]1C | -9 |
| COc1cc(C2c3cc(O)c(OC)cc3CC(CO)C2CO[C@@H]2O[C@H](CO)[C@@H](O)[C@H](O)[C@H]2O)ccc1O (stereo partly drawn) | 12 |
| C[C@H](CO)N1C[C@H](C)[C@@H](CN(C)Cc2ccc(C(F)(F)F)cc2)Oc2ccc(NS(=O)(=O)c3ccc(F)cc3)cc2CC1=O | -9 |
| C[C@H](CO)N1C[C@H](C)[C@@H](CN(C)C(=O)Nc2ccc3c(c2)OCO3)Oc2c(NC(=O)c3nc4ccccc4s3)cccc2C1=O | 2 |
| C[C@H]1CN([C@@H](C)CO)C(=O)c2cc(-c3ccc(C#N)cc3)cnc2O[C@H]1CN(C)Cc1cncnc1 | 7 |
| CNC[C@H]1Oc2ccc(NC(=O)CCCN(C)C)cc2C(=O)N([C@@H](C)CO)C[C@@H]1C | -6 |
| COc1ccc(S(=O)(=O)Nc2ccc3c(c2)C(=O)N([C@@H](C)CO)C[C@H](C)[C@@H](CN(C)C(=O)Nc2ccc(C(F)(F)F)cc2)OCCCC[C@H](C)O3)cc1 | -6 |
| COCC(C)NS(=O)(=O)c1c(C)cc(C)cc1C (stereo not drawn) | 4 |
| C[C@H]1CN([C@@H](C)CO)C(=O)Cc2cc(NC(=O)CCC(F)(F)F)ccc2O[C@@H]1CN(C)C(=O)Nc1ccc2c(c1)OCO2 | -4 |
| O=C(C[C@H]1CC[C@@H](NC(=O)C2CC2)[C@H](CO)O1)Nc1ccccc1 | 7 |
| Cc1ccccc1S(=O)(=O)N(C)C[C@@H]1OCc2cn(nn2)CCCC(=O)N([C@@H](C)CO)C[C@@H]1C | 1 |
| C/C=C/c1ccc2c(c1)O[C@H](CN(C)C(=O)CC)[C@@H](C)CN([C@@H](C)CO)S2(=O)=O | 17 |
| CNC[C@@H]1Oc2ccc(NC(=O)CCN3CCOCC3)cc2CC(=O)N([C@@H](C)CO)C[C@@H]1C | 0 |
| Cc1noc(C)c1S(=O)(=O)N(C)C[C@H]1Oc2c(NC(=O)c3nc4ccccc4s3)cccc2C(=O)N([C@@H](C)CO)C[C@H]1C | -1 |
| COc1ccccc1NC(=O)N(C)C[C@H]1OCc2cn(nn2)CCCC(=O)N([C@H](C)CO)C[C@@H]1C | 5 |
| CCCCN1C(=O)NC(C(F)(F)F)(C(F)(F)F)C2=C1CC(C)(C)CC2=O | 0 |
| C[C@H]1CN([C@@H](C)CO)C(=O)c2cc(C#CCc3ccccc3)cnc2O[C@H]1CN(C)C(=O)C1CCC1 | 3 |
| CCO[C@@H]1OC(C(=O)N2CCN(Cc3ccc4c(c3)OCO4)CC2)=C[C@H](c2csc3ccccc23)[C@H]1CCCO | -3 |
| COc1ccc(NC(=O)N(C)C[C@H]2Oc3ccc(NC(=O)CCN4CCOCC4)cc3CC(=O)N([C@H](C)CO)C[C@@H]2C)cc1 | 7 |
| COc1ccc(-c2c(O)c3c(OC)c4c(cc3oc2=O)OC(C)(C)C=C4)cc1 | -7 |
| C/C=C/c1cnc2c(c1)C(=O)N([C@H](C)CO)C[C@@H](C)[C@@H](CN(C)C(=O)Nc1cccc(OC)c1)O2 | 1 |

Compounds listed so far that have a COOH group (three):
| Compound | NSD2 block |
| --- | --- |
| C=C1CCC2C(C(=O)O)=COC(O[C@@H]3O[C@H](CO)[C@@H](O)[C@H](O)[C@H]3O)C12 (stereo partly drawn) | -2 |
| C[C@@H]1CN([C@H](C)CO)C(=O)c2cc(C#CCc3ccccc3)cnc2O[C@H]1CN(C)Cc1ccc(C(=O)O)cc1 | 10 |
| C[C@@H]1CN([C@H](C)CO)C(=O)c2cc(NC(=O)Cc3ccccc3)ccc2O[C@@H]1CN(C)Cc1ccc(C(=O)O)cc1 | 2 |

Source: PubChem

A portion of the library; count on the stated rates, not on these rows.
